MLLE-PAM2 inh: inhibitors of PABP1 MLLE–PAM2 peptide binding, primary screen, biochemical, fluorescence polarization, FITC-PAM2, GST-MLLE | Polyadenylate-binding protein 1 (Homo sapiens), P11940 | inhibition, % at 20 µM | 0.36% of 360,000 active; in the data active = inhibition above about 35%, passing the limit was not always enough;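 note: plate controls were DMSO wells with GST-MLLE for no effect and wells lacking GST-MLLE protein for full effect; some results filed as inactive read as strong as hits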
DNMT1 inh: human DNMT1 methyltransferase inhibitors, primary screen, biochemical, molecular beacon, fluorescence, HinP1I cleavage, uHTS | DNA (cytosine-5)-methyltransferase 1 (Homo sapiens), P26358 | inhibition (reported as % activation of signal), % at 10 µM | 0.83% of 360,000 active | AID 588458, 2011; in the data active = inhibition above about 50%
SUMO1-SIM PPI: modulators of SUMO1 protein-protein interactions, primary screen, biochemical, uHTS. Small ubiquitin-related modifier 1 (Homo sapiens), P63165. SUMO1 binding to a labelled peptide, TR-FRET, 1 h. AID 602429, 2012. inhibition, % at 20 µM. 0.33% of 360,000 active; in the data active = inhibition above about 37%
LMPTP block: LMPTP phosphatase inhibitors, primary screen, biochemical, fluorescence intensity, uHTS. Low molecular weight phosphotyrosine protein phosphatase (Homo sapiens), P24666. inhibition, % at 20 µM. recombinant LMPTP-A, OMFP fluorogenic substrate. 0.22% of 360,000 active;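 active = compounds that cut the enzyme signal by at least half of the control window in the single-dose screen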;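 note: plate controls were DMSO wells with enzyme plus substrate for no effect and substrate without enzyme for full effect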
Target sequence (P24666 whole entry, looked up): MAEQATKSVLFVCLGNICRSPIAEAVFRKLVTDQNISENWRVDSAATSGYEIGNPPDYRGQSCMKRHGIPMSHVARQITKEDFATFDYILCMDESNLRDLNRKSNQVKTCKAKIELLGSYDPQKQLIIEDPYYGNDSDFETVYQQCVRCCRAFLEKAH
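Test system: LMPTP-A phosphatase enzyme. Amount: LMPTP-A at 0.625 nM final in the reaction. Reagent: OMFP substrate, 400 µM final. Times: 50 min at room temperature. Signal: endpoint fluorescence intensity from OMFP dephosphorylation. Read-out basis: % inhibition. Benchmarks: no-enzyme and uninhibited controls.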
STEP inh: STEP phosphatase inhibitors, primary screen, biochemical, fluorescence intensity, uHTS. Tyrosine-protein phosphatase non-receptor type 5 (Homo sapiens), P54829. recombinant STEP, OMFP fluorogenic substrate. inhibition, % at 20 µM. 0.25% of 360,000 active. AID 588621, 2011;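 active = inhibition at 20 µM, scaled per plate between control wells, above about 37%, limit read from the data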;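 note: 0% = DMSO with enzyme and substrate and 100% = substrate only without enzyme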
Target sequence (P54829 whole entry, looked up): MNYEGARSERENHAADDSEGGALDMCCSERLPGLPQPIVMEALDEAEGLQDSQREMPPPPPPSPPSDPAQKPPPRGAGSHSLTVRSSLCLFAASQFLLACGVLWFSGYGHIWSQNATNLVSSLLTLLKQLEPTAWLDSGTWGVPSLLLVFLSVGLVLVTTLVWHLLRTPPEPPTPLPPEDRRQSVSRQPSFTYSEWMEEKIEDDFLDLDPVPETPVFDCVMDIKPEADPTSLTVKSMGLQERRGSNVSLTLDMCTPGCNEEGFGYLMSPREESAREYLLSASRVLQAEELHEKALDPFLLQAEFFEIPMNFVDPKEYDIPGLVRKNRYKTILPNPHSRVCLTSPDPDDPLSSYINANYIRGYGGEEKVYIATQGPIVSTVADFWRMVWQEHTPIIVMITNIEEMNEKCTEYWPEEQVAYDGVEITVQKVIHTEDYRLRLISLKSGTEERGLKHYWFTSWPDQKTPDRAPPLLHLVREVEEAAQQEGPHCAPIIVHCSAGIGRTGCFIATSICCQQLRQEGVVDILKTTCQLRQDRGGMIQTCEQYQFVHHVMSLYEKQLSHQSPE
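material = STEP tyrosine phosphatase | reagent = fluorogenic phosphatase substrate OMFP at 25 µM final | doses = single compound dose of 20 µM, 1% DMSO final | schedule = 20 min reaction, room temperature, in the dark | measured by = fluorescence, 480/540 nm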
TbMetRS inhib: T. brucei MetRS inhibitors, primary screen, biochemical, luminescence; AID 624268, 2012; methionyl-tRNA synthetase (Trypanosoma brucei brucei); inhibition, % at 11.9 µM; purified T. brucei MetRS, ATP depletion, Kinase-Glo luminescence; 0.4% of 360,000 active;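 active = inhibition above a per-plate cutoff of the control wells' mean inhibition plus 3 SD, cut at about 5.5% in these data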;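 note: 0% = DMSO wells median and 100% = median of wells with control inhibitor compound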
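Dosing: 11.9 µM compound single dose, 0.9% DMSO; Assay system: purified T. brucei MetRS enzyme; Measured by: Kinase-Glo luciferase luminescence reporting remaining unconsumed ATP; Schedule: 15 min plus 2 h at 25 °C.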
NadD inh: inhibitors of S. aureus NadD, primary screen, biochemical, colorimetric, uHTS. purified NadD enzyme, colorimetric absorbance read-out. inhibition, % at 20 µM. 0.78% of 360,000 active; in the data active = inhibition above about 26%; note: some compounds past the cut are filed as inactive
Rpn11 inh: Rpn11 (PSMD14) deubiquitinase inhibitors, primary screen, biochemical, fluorescence polarization, uHTS; calls only at 20 µM; 0.59% of 360,000 active; 26S proteasome non-ATPase regulatory subunit 14 (Homo sapiens), O00487; human 26S proteasome, Ub4-pepOG fluorescence polarization; 20S core pre-blocked with epoxomicin;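 active = inhibition at 20 µM, scaled to each plate's controls, above about 33%, limit read from the data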
Target sequence (O00487 whole entry, looked up): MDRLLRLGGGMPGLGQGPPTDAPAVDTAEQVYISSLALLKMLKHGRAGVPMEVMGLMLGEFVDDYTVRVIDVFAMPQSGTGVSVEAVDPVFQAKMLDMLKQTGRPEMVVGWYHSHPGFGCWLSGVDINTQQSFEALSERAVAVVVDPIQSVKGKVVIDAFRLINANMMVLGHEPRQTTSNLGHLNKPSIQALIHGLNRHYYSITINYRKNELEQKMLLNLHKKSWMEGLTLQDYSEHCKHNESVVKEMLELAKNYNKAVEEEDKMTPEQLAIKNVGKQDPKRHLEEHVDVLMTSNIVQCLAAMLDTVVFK
CSN inh: inhibitors of CSN-mediated cullin deneddylation, primary screen, biochemical, fluorescence polarization, uHTS | COP9 signalosome complex subunit 5 (Homo sapiens), Q92905 | Purified CSN, SCF-Nedd8-OG deneddylation | inhibition, % at 12.5 µM | 0.38% of 360,000 active;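 active = pattern-corrected inhibition above about 35%, with an unprinted fluorescence ratio check between 0.5 and 1.5, limit read from the data, passing the limit was not always enough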;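 note: 0% = enzyme with substrate and 100% = substrate without enzyme; some results filed as inactive read as strong as hits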
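Detection – fluorescence polarization · System – HEK293T-derived human Csn5 enzyme · Controls – substrate-only high control, full reaction low control · Timing – 90 min, room temperature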
Scp1 inh: Scp-1 phosphatase inhibitors, primary screen, biochemical, colorimetric, uHTS. Carboxy-terminal domain RNA polymerase II polypeptide A small phosphatase 1 (Homo …. Recombinant Scp1, phosphopeptide, malachite green phosphate absorbance. inhibition, % at 20 µM. 0.88% of 340,000 active;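 active = inhibition above about 50% at 20 µM, limit read from the data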;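 note: plate controls were DMSO wells with enzyme for no effect and wells lacking enzyme for full effect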
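Incubation: 45 min enzyme reaction at room temperature / System: truncated SCP-1 phosphatase (76-261aa) / Reagent: Phospho 17-mer peptide substrate / Buffer or medium: Acidic Tris acetate buffer with magnesium and detergent / Signal: absorbance at 630 nm / Doses: one concentration, 20 µM, with 1.0% DMSO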
An asterisk follows results filed as active. The order is random; 3.6% or so of the library scored in one or more.

`CCc1cc(C(=O)Nc2nc(-c3ccccn3)cs2)sc1C` gave MLLE-PAM2 inh -21, DNMT1 inh -24, SUMO1-SIM PPI 2, LMPTP block 6.4, STEP inh 2, TbMetRS inhib -0.1, NadD inh 33*, Rpn11 inh inactive, CSN inh 3 and Scp1 inh 4.
`CN(C)/C=C/C(=O)c1ccc(Oc2ccccc2)cc1` gave MLLE-PAM2 inh -7, DNMT1 inh 1, SUMO1-SIM PPI -3, LMPTP block 0.1, STEP inh 4, TbMetRS inhib -1.5, NadD inh -1, Rpn11 inh inactive, CSN inh 10 and Scp1 inh 7.
For COc1ccc(Cc2nnc(NC(=O)Nc3ccc(C)cc3)s2)cc1OC the results were MLLE-PAM2 inh 1, DNMT1 inh 19, SUMO1-SIM PPI 3, LMPTP block 2.8, STEP inh 0, TbMetRS inhib -1.9, NadD inh -5, Rpn11 inh inactive, CSN inh -6 and Scp1 inh -4.
COc1ccc(/C=N/NC(=O)c2ccc(=O)[nH]n2)cc1OC was read as MLLE-PAM2 inh -1, DNMT1 inh 0, SUMO1-SIM PPI -4, LMPTP block 0.1, STEP inh 2, TbMetRS inhib -0.4, NadD inh 1, Rpn11 inh inactive, CSN inh -15 and Scp1 inh 2.
`COc1ccc(NC(=O)COC(=O)c2ccc([N+](=O)[O-])o2)cc1Cl` gave MLLE-PAM2 inh 7, DNMT1 inh -7, SUMO1-SIM PPI -9, LMPTP block -1.3, STEP inh 0, TbMetRS inhib -0.4, NadD inh -11, Rpn11 inh inactive, CSN inh 5 and Scp1 inh 4.
Screening Cc1cccc(C)c1OCC(=O)N(Cc1ccc(Cl)cc1)C1CCS(=O)(=O)C1 (stereo not drawn) returned MLLE-PAM2 inh 13, DNMT1 inh 0, SUMO1-SIM PPI 2, LMPTP block 0.1, STEP inh 0, TbMetRS inhib -0.2, NadD inh 1, Rpn11 inh inactive, CSN inh 1 and Scp1 inh -4.
`CCN(C[C@H]1N[C@@](Cc2ccccc2)(C(=O)OC)[C@H]2C(=O)N(C)C(=O)[C@@H]12)C(=O)c1ccc(F)cc1` gave MLLE-PAM2 inh 10, DNMT1 inh 2, SUMO1-SIM PPI -2, LMPTP block -1.6, STEP inh -3, TbMetRS inhib 0.2, NadD inh -2, Rpn11 inh inactive, CSN inh 2 and Scp1 inh -4.
Screening C/C(=C\C(=O)c1ccc(Cl)cc1)NCc1ccc2c(c1)OCO2 returned MLLE-PAM2 inh -55, DNMT1 inh -4, SUMO1-SIM PPI -9, LMPTP block 2.4, STEP inh 2, TbMetRS inhib 0.2, NadD inh -5, Rpn11 inh inactive, CSN inh -4 and Scp1 inh -4.
COC(=O)c1ccccc1NC(=O)CSc1ncn[nH]1 was read as MLLE-PAM2 inh 3, DNMT1 inh 3, SUMO1-SIM PPI 3, LMPTP block -1.6, STEP inh -5, TbMetRS inhib -0.5, NadD inh -5, Rpn11 inh inactive, CSN inh 3 and Scp1 inh -5.
For COc1cc(/C=N/NC(=O)c2ccc3c(c2)OCCO3)cc(Cl)c1O the results were MLLE-PAM2 inh 6, DNMT1 inh 1, SUMO1-SIM PPI -12, LMPTP block -5.3, STEP inh -2, TbMetRS inhib -0.7, NadD inh 1, Rpn11 inh inactive, CSN inh -4 and Scp1 inh 6.
c1ccc(-c2nnc(SCC3CCCO3)nc2-c2ccccc2)cc1 (stereo not drawn) was read as MLLE-PAM2 inh -7, DNMT1 inh -1, SUMO1-SIM PPI -21, LMPTP block 2.2, STEP inh 1, TbMetRS inhib -0.4, NadD inh -6, Rpn11 inh inactive, CSN inh 2 and Scp1 inh -5.
O=C(NCC1CC1)c1cc(-c2ccccc2)nn1CC1CC(c2cccnc2)=NO1 (stereo not drawn) was read as MLLE-PAM2 inh -3, DNMT1 inh 3, SUMO1-SIM PPI 3, LMPTP block -3.0, STEP inh 3, TbMetRS inhib -0.3, NadD inh 4, Rpn11 inh inactive, CSN inh 1 and Scp1 inh -8.
`O=C(NCCCN1CCOCC1)C1Nc2ccc(OC(F)(F)F)cc2C2C=CCC12` (stereo not drawn) gave MLLE-PAM2 inh -1, DNMT1 inh -8, SUMO1-SIM PPI 7, LMPTP block -2.1, STEP inh -2, TbMetRS inhib -0.4, NadD inh 0, Rpn11 inh inactive, CSN inh -5 and Scp1 inh 0.
Cc1cc(C(=O)Nc2ccc(S(=O)(=O)N3CCOCC3)cc2)ccc1[N+](=O)[O-] was read as MLLE-PAM2 inh -17, DNMT1 inh -2, SUMO1-SIM PPI -25, LMPTP block -0.4, STEP inh -2, TbMetRS inhib -0.3, NadD inh -7, Rpn11 inh inactive, CSN inh 8 and Scp1 inh -9.
For CC(O)(c1cccc(F)c1)c1nc(-c2cnc3ccccc3c2)cs1 (stereo not drawn) the results were MLLE-PAM2 inh 6, DNMT1 inh -4, SUMO1-SIM PPI -13, LMPTP block 1.0, STEP inh -2, TbMetRS inhib -0.1, NadD inh 0, Rpn11 inh inactive and CSN inh 4.

Filtered by structure: the entries above with an NH in an aromatic ring
COc1ccc(/C=N/NC(=O)c2ccc(=O)[nH]n2)cc1OC was read as MLLE-PAM2 inh -1, DNMT1 inh 0, SUMO1-SIM PPI -4, LMPTP block 0.1, STEP inh 2, TbMetRS inhib -0.4, NadD inh 1, Rpn11 inh inactive, CSN inh -15 and Scp1 inh 2.
COC(=O)c1ccccc1NC(=O)CSc1ncn[nH]1 was read as MLLE-PAM2 inh 3, DNMT1 inh 3, SUMO1-SIM PPI 3, LMPTP block -1.6, STEP inh -5, TbMetRS inhib -0.5, NadD inh -5, Rpn11 inh inactive, CSN inh 3 and Scp1 inh -5.

Back to the main list, repeating the 2 entries before the break.
Cc1cc(C(=O)Nc2ccc(S(=O)(=O)N3CCOCC3)cc2)ccc1[N+](=O)[O-] was read as MLLE-PAM2 inh -17, DNMT1 inh -2, SUMO1-SIM PPI -25, LMPTP block -0.4, STEP inh -2, TbMetRS inhib -0.3, NadD inh -7, Rpn11 inh inactive, CSN inh 8 and Scp1 inh -9.
For CC(O)(c1cccc(F)c1)c1nc(-c2cnc3ccccc3c2)cs1 (stereo not drawn) the results were MLLE-PAM2 inh 6, DNMT1 inh -4, SUMO1-SIM PPI -13, LMPTP block 1.0, STEP inh -2, TbMetRS inhib -0.1, NadD inh 0, Rpn11 inh inactive and CSN inh 4.
Screening Cc1cc(-c2n[nH]c(=S)n2/N=C/c2cccc(O)c2)n[nH]1 returned MLLE-PAM2 inh -16, DNMT1 inh 2, SUMO1-SIM PPI -6, LMPTP block -0.7, STEP inh 2, TbMetRS inhib 0.0, NadD inh -1, Rpn11 inh inactive, CSN inh 3 and Scp1 inh 3.
Screening CN(CC(=O)Nc1cccc(F)c1)C(=O)c1sc2ccccc2c1Cl returned MLLE-PAM2 inh -15, DNMT1 inh -8, SUMO1-SIM PPI -35, LMPTP block -7.8, STEP inh -2, TbMetRS inhib -0.4, NadD inh 0, Rpn11 inh inactive, CSN inh -4 and Scp1 inh -10.
`Cc1cc(C)nc(NC2=NCCN2C(=S)Nc2c(C)cccc2C)n1` gave MLLE-PAM2 inh -116, DNMT1 inh -5, SUMO1-SIM PPI 1, LMPTP block 0.0, STEP inh 1, TbMetRS inhib 0.1, NadD inh -1, Rpn11 inh inactive, CSN inh -3 and Scp1 inh -1.
Screening C=CCn1c(SCc2c(C(=O)OC)sc(N)c2C(=O)OC)nnc1-c1ccc(Br)cc1 returned MLLE-PAM2 inh -118, DNMT1 inh -5, SUMO1-SIM PPI -1, LMPTP block 0.7, STEP inh 0, TbMetRS inhib -1.7, NadD inh 2, Rpn11 inh inactive, CSN inh 1 and Scp1 inh 7.
COc1ccc(Br)cc1CNC(=O)C1CCN(C(=O)N(C)C)CC1 was read as MLLE-PAM2 inh 0, DNMT1 inh 0, SUMO1-SIM PPI 2, LMPTP block -0.8, STEP inh -4, TbMetRS inhib 0.6, NadD inh -4, Rpn11 inh inactive, CSN inh 2 and Scp1 inh 2.
`CC1CCCCN1C(=O)Cn1c(=O)oc2ccccc21` (stereo not drawn) gave MLLE-PAM2 inh 2, DNMT1 inh 3, SUMO1-SIM PPI -4, LMPTP block -0.2, STEP inh 0, TbMetRS inhib 0.7, NadD inh -4, Rpn11 inh inactive, CSN inh 1 and Scp1 inh 1.
For Cc1cc(C)n(S(=O)(=O)c2ccc(Cl)c(Cl)c2Cl)n1 the results were MLLE-PAM2 inh 0, DNMT1 inh -5, SUMO1-SIM PPI -2, LMPTP block 1.3, STEP inh 2, TbMetRS inhib -0.9, NadD inh -2, Rpn11 inh inactive, CSN inh -2 and Scp1 inh -17.
CC(=O)NS(=O)(=O)c1ccc(NC(=O)c2ccc(Br)o2)cc1 was read as MLLE-PAM2 inh 0, DNMT1 inh 2, SUMO1-SIM PPI 7, LMPTP block -2.1, STEP inh -1, TbMetRS inhib -1.4, NadD inh -1, Rpn11 inh inactive, CSN inh 3 and Scp1 inh -1.
Cc1ccccc1NS(=O)(=O)c1ccc(S(=O)(=O)N2CCCC2)cc1 was read as MLLE-PAM2 inh 9, DNMT1 inh 1, SUMO1-SIM PPI 2, LMPTP block 3.9, STEP inh -2, TbMetRS inhib -0.2, NadD inh -9, Rpn11 inh inactive and CSN inh -3.
Screening Cc1ccc(F)cc1C(=O)N1CCOCC1c1cc(C(=O)Nc2ccccc2)no1 (stereo not drawn) returned MLLE-PAM2 inh 9, DNMT1 inh 3, SUMO1-SIM PPI 4, LMPTP block -0.8, STEP inh 0, TbMetRS inhib 0.2, NadD inh 1, Rpn11 inh inactive and CSN inh 2.
Screening CCOC(=O)C1(C)NC(c2cccc(C)c2)C2C(=O)N(c3ccccc3)C(=O)C21 (stereo not drawn) returned MLLE-PAM2 inh -6, DNMT1 inh 0, SUMO1-SIM PPI 1, LMPTP block 1.4, STEP inh -3, TbMetRS inhib -0.9, NadD inh 2, Rpn11 inh inactive, CSN inh 0 and Scp1 inh -3.

Screens (PubChem BioAssay)
